Screens (PubChem)
bub3 – NCI yeast anticancer drug screen, S. cerevisiae bub3 mutant strain | % growth inhibition at 50 µM | 9.9% of 78,000 active | AID 167;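 further: 0% = growth of vehicle-only cultures of the same strain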
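In this screen, a yeast mutant lacking normal mitotic checkpoint function is challenged with compound. Relative growth versus vehicle gives the inhibition value.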
mlh1 rad18 – NCI yeast anticancer drug screen, S. cerevisiae mlh1 rad18 strain; AID 175; 11% of 79,000 active; growth inhibition, % at 50 µM;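 further: 0% = growth of vehicle-only cultures of the same strain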
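Compound-treated yeast growth, normalised to vehicle controls. Strain bears defined DNA repair mutations.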
rad50 – NCI yeast anticancer drug screen, S. cerevisiae rad50 strain; % growth inhibition at 50 µM; 10% of 79,000 active; AID 155;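 further: 0% = growth of vehicle-only cultures of the same strain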
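Relative growth inhibition (compound vs vehicle) was measured in yeast with a defined repair-gene alteration.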
sgs1 mgt1 – NCI yeast anticancer drug screen, S. cerevisiae sgs1 mgt1 strain | growth inhibition, % at 50 µM | 10% of 78,000 active | AID 161;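 further: 0% = growth of vehicle-only cultures of the same strain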
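Yeast cells carrying a defined DNA-repair defect were exposed to test compounds. Growth inhibition was measured relative to vehicle-treated controls.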
yeast cln2 rad14 – NCI yeast anticancer drug screen, S. cerevisiae cln2 rad14 strain | % growth inhibition at 50 µM | 8.3% of 78,000 active;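 further: 0% = growth of vehicle-only cultures of the same strain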
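Compounds are applied to the cln2 rad14 yeast strain, and growth is then compared with that of vehicle-treated cultures to give inhibition.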
yeast mec2-1 – NCI yeast anticancer drug screen, S. cerevisiae mec2-1 strain; AID 157; growth inhibition, % at 50 µM; 9% of 79,000 active;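 further: 0% = growth of vehicle-only cultures of the same strain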
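Readout is yeast growth inhibition, normalised to vehicle-treated controls, in the mec2-1 strain exposed to compound.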
Active calls of the source: *; · = not tested or not shown; & = joins results of further samples. No stated cut-off is given here; in the data, active means growth inhibition above about 70%; inactive means the rest. Not a hit list; overall some 15% were active at least once.

Second line of a record – mlh1 rad18	sgs1 mgt1	bub3	yeast mec2-1	rad50	yeast cln2 rad14
CC1(C)CC[C@]2(C(=O)O)[C@H](O)C[C@]3(C)C(=CC[C@@H]4[C@@]5(C)CC[C@H](OC6OC(C(=O)O)C(O)C(O)C6O)C(C)(C)[C@@H]5CC[C@]43C)[C@@H]2C1 (stereo not given in full)
→ 94*	94*	94*	95*	94*	93*
CCOC(=O)/C(=C/N1C(=O)/C(=C/c2cccc([N+](=O)[O-])c2)SC1=S)C(=O)c1ccccc1
→ 17	7	14	4	11	3
Clc1ccc(-c2ccncc2)cc1
→ 6	7	13	-9	17	-70
Cc1cc(N)ccc1/C=C/C(=O)O
→ 18	0	-8	2	-1	-17
C=C1C(=O)OC2C1C(O)CC(C)(O)C1CC=C(C)C21 (stereo not given)
→ 20	19	7	13	9	-18
COc1ccc(CCC2=NCCN2)cc1OC
→ -2	15	7	14	25	-5
Nc1ccc(F)c(F)c1
→ 14	14	3	-7	4	-20
COc1ccc(C(=O)N=Nc2ccccc2)cc1
→ -13	-7	3	1	0	-50
COC(=O)C(N)C(C)(C)S (stereo not given)
→ 2	-4	7	-3	-10	-10
O=S(=O)(O)c1ccc2c(N=Nc3c(O)ccc4ccccc34)cccc2c1
→ 88*	83*	94*	83*	92*	32

Reprinted at random: 4 compounds from above.
Second line of a record – mlh1 rad18	sgs1 mgt1	bub3	yeast mec2-1	rad50	yeast cln2 rad14
Nc1ccc(F)c(F)c1
→ 14	14	3	-7	4	-20
COC(=O)C(N)C(C)(C)S (stereo not given)
→ 2	-4	7	-3	-10	-10
COc1ccc(CCC2=NCCN2)cc1OC
→ -2	15	7	14	25	-5
CC1(C)CC[C@]2(C(=O)O)[C@H](O)C[C@]3(C)C(=CC[C@@H]4[C@@]5(C)CC[C@H](OC6OC(C(=O)O)C(O)C(O)C6O)C(C)(C)[C@@H]5CC[C@]43C)[C@@H]2C1 (stereo not given in full)
→ 94*	94*	94*	95*	94*	93*

Next records:
Second line of a record – mlh1 rad18	sgs1 mgt1	bub3	yeast mec2-1	rad50	yeast cln2 rad14
O=C(O)/C(O)=C(/O)C(=O)O.[NH-]C1CCCCC1[NH-].[Pt+2]
→ 26	28	27	29	27	16
CCOC(=O)c1[nH]n(-c2ccccc2)c(=O)c1/C=N/C(N)=S
→ 8	-16	18	-2	2	14
c1coc(CNc2cc(NCc3ccco3)ncn2)c1
→ 11	14	5	14	25	8
O=C(Nc1ccc(NC(=O)OCc2ccccc2)c(Cl)c1)OCc1ccccc1
→ 3	7	6	11	20	-27
COC(SC)(C(=O)O)c1cc(-c2c(Cl)cccc2Cl)no1 (stereo not given)
→ -1	-9	12	-7	-5	-11
CCOC(=O)/C(C#N)=C/c1ccc([N+](=O)[O-])cc1
→ 8	14	0	-3	19	-6
CCOC(=O)CCC(=O)C1c2cccc(O)c2C(=O)c2c(O)cccc21
→ 10	9	-3	-17	-5	29
NC(CCOCCP(=O)(O)CCC1C=CC=CC1)C(=O)O (stereo not given)
→ -20	-29	-21	-32	-10	6
CCCCc1ccc2c(c1)Nc1cc3ccccc3cc1N2
→ 95*	55	78*	44	86*	33
C=C1CC(O)C2C(C)C(=O)OC2C2C1CC1OC12C (stereo not given)
→ 17	-3	11	6	-3	-22
CC(=O)NC1=NC(=O)/C(=C/c2ccc3c(c2)OCO3)N1C
→ 11	-3	6	3	5	3
CC(C(=O)c1cccs1)=C(C(F)(F)F)C(F)(F)F
→ 25	7	-3	12	-1	-1
CCC(SC(C)=O)C(=O)O (stereo not given)
→ 10	3	-2	-16	13	14
CCC(CN(C)C)C(=O)c1ccco1 (stereo not given)
→ -7	-39	-27	-29	-24	-24
COc1c(Cl)cccc1N=Cc1ccc(C=Nc2cccc(Cl)c2OC)cc1
→ 14	11	-4	-14	-7	4
COC(C)(CC(=O)O)c1ccccc1 (stereo not given)
→ 12	-9	-8	-2	6	-17
CN(CCC(=O)c1ccc(Cl)cc1)CCC(=O)c1ccc(Cl)cc1
→ 39	17	5	27	31	22
CN(C)CCC(C(=O)O)c1ccccc1 (stereo not given)
→ -17	-12	-7	-13	-38	-46
CN(C)c1ccccc1CCCCCBr
→ 4	6	-7	6	8	-37
CCCCCCCCC1=C(CCCCCCC(=O)OC)[14CH2]1
→ 24	-11	3	17	0	43

Sorted by number of heavy atoms (largest number first): 3 of the compounds above.
Second line of a record – mlh1 rad18	sgs1 mgt1	bub3	yeast mec2-1	rad50	yeast cln2 rad14
COc1c(Cl)cccc1N=Cc1ccc(C=Nc2cccc(Cl)c2OC)cc1
→ 14	11	-4	-14	-7	4
CN(CCC(=O)c1ccc(Cl)cc1)CCC(=O)c1ccc(Cl)cc1
→ 39	17	5	27	31	22
CCCCCCCCC1=C(CCCCCCC(=O)OC)[14CH2]1
→ 24	-11	3	17	0	43

Further entries
Second line of a record – mlh1 rad18	sgs1 mgt1	bub3	yeast mec2-1	rad50	yeast cln2 rad14
CCC(C)(C)NCCCCCNc1cc(OC)cc2cccnc12
→ 69	56	79*	40	76*	21
Cc1cc(=O)c2c(=O)[nH][nH]c2[nH]1
→ -7	-5	5	-10	-13	-3
Cc1cccc(CNc2ncnc3[nH]ncc23)c1
→ 3	-25	-36	-31	-15	-13
CCOC(=O)c1cnc(=O)[nH]c1N
→ -8&8	-7&6	-4&-14	15&12	12&2	28&4
CCOC(=O)C1=C(C)NC(C)=C(C(=O)OCC)C1c1ccc(C)cc1
→ 90*	92*	91*	92*	89*	90*
CCC(O)C1(C#Cc2ccccc2)Sc2ccccc2N1C (stereo not given)
→ 29	52	44	14	38	61
C=C(CN(C)C)C1(c2ccccc2)CC2(CCCC2)C(=O)O1 (stereo not given)
→ 26	13	12	12	24	-5
CCCCNC(=O)CCC(NS(=O)(=O)c1ccc(C)cc1)C(=O)NCCCC (stereo not given)
→ -19	-9	-3	2	5	2
O=C(Nc1cccc(C(F)(F)F)c1)C(=O)C1NC(=S)NC1=O (stereo not given)
→ 4	14	15	2	20	12
NNc1ccccc1C(=O)O
→ 15	-3	-2	-3	4	-4
CCOC(=O)CN1C(=O)c2cc([N+](=O)[O-])cc3cc([N+](=O)[O-])cc(c23)C1=O
→ -31	-3	-7	2	6	-3
COc1ccc(C2c3cc4c(cc3OC3(N5CCCC5)CCCC23)OCO4)c(OC)c1 (stereo not given)
→ 12	-2	15	-7	1	14
COc1ccccc1CC(=O)O
→ 0	16	-2	2	28	17
CC(=O)Oc1c(C)c(C)c(OC(C)=O)c(OC(C)=O)c1C
→ -7	5	4	-2	-31	-2
CCOC1(c2ccccc2)NC(=O)NC1(OCC)c1ccccc1 (stereo not given)
→ -10	18	0	6	14	-20
COC(=O)c1ccc([N+](=O)[O-])cc1C(=O)OC
→ -3	-42	-53	-17	5	-12
CCN(CC)c1ccc(NC(C(=O)c2ccccc2)c2ccc3c(c2)OCO3)cc1 (stereo not given)
→ 42	46	26	33	27	-8
O=C(CI)Nc1ccc(Cl)c(Cl)c1
→ 100*	100*	100*	99*	100*	100*
NC(=O)c1cc2ccccc2c(N=Nc2ccccc2)c1O
→ -2	0	3	-3	-5	-16
COC(=O)C1=C(C(=O)OC)NC2=C(C=N1)CCC2
→ 12	29	14	24	27	-8
COC(=O)C1Cc2cc3c(cc2C1)CCC3
→ 7	-1	-6	3	6	-6
C/C(=N\NC(=S)Nc1ccc(C)cc1)c1nc2ncccc2[nH]1
→ 51	66	71*	66	74*	65
Cc1[nH]c2nccn2c(=O)c1CCCl
→ 7	10	-14	-15	10	-13
O=C1CN(Cc2ccccc2)CCO1
→ 1	-4	10	-4	5	1
Cc1cc(C)c2[nH]c(=O)c(C)c(C)c2c1Br
→ 0	-7	-1	6	0	-17
CCN1CCC(CC(c2ccccc2)c2ccccc2)C1 (stereo not given)
→ 7	34	10	-7	19	-5
COc1ccc2c(c1OC)C(=O)OC2(O)C1=NCCc2cc3c(cc21)OCO3 (stereo not given)
→ 13	8	4	-7	19	21
COc1ccc2nccc(N)c2c1
→ 21	15	-8	-8	32	12
CC(C)C(C(=O)O)N1C(=O)c2ccccc2C1=O (stereo not given)
→ -4	-12	-16	-2	-16	-32
CCOC(=O)/C(=C\c1ccc(N(C)C)cc1)c1nc2ccccc2[nH]1
→ -3	47	41	22	38	13
COc1ccc(-c2cc(-c3ccncc3)[nH]c2-c2nccc3ccccc23)cc1
→ 85*	97*	74*	83*	94*	79*
CCOC(=O)/C(=N/Nc1ccccc1)N1C(=S)C=C(C)NN(C)C1=S
→ -40	-28	19	12	-30	3
N=C(N)SCc1ccc(Cl)cc1Cl (tested in a mixture with another compound)
→ 26	6	8	12	34	3
C=CCOCn1ccc(=O)[nH]c1=O
→ -3	6	3	-3	4	3
CC(O)C(NC(=O)c1cnc2ccccc2n1)C(=O)O (stereo not given)
→ -12	18	16	-5	-8	-17
C=CCOc1c(C(=O)OCC)cnc2c1cnn2CC
→ -32	15	38	14	-19	-20
NNC(=O)CC(=O)Nc1ccccc1F
→ -3	-6	1	-17	-8	7
CCOC(=O)C1=C(C)NC(C)=C(C(=O)OCC)C1c1cccc([N+](=O)[O-])c1
→ 91*	·	·	37	91*	·
COc1ccc(CCCCl)c(C2=NCCc3ccccc32)c1
→ 2	-17	-1	13	25	12
O=C(O)CC(CC(=O)O)c1ccc(F)cc1
→ -8	-10	2	1	-2	-2
NC(CSCCC(=O)O)C(=O)O (stereo not given)
→ -12	-7	-3	-10	-17	-40
CN(C)C1C=CCC(c2ccccc2)C1[N+](=O)[O-] (stereo not given)
→ 99*	99*	92*	97*	93*	92*
O=[N+]([O-])c1ccc(-c2ncc(-c3ccc(Br)cc3)o2)cc1
→ 3	22	17	-3	0	12
O=C(Cc1ccccc1)NCc1ccccc1Cl
→ 6	6	10	9	-1	0
Oc1c(Cl)ccc2cccnc12
→ 92*	94*	93*	94*	92*	93*
O=S(=O)(O)c1cc(O)c2c(N=Cc3ccccc3O)c(S(=O)(=O)O)ccc2c1
→ 8	7	17	-10	5	-2
CN(C)c1ccc(/C=C/C=C(/C#N)c2ccccc2)cc1
→ 3	3	24	8	15	32
CC(C)c1cc(C(=O)[O-])c(O)c(C(C)C)c1.CC(C)c1cc(C(=O)[O-])c(O)c(C(C)C)c1.CC(C)c1cc(C(=O)[O-])c(O)c(C(C)C)c1.CC(C)c1cc(C(=O)[O-])c(O)c(C(C)C)c1.CC(C)c1cc(C(=O)[O-])c(O)c(C(C)C)c1.CC(C)c1cc(C(=O)[O-])c(O)c(C(C)C)c1.[Cu+2].[Mn+2].[Mn+2]
→ 82*	45	55	51	44	51
N#Cc1cc([N+](=O)[O-])ccc1NC(=O)C(=O)C(C(=O)c1ccc2ccccc2c1)C1OCc2ccccc21 (stereo not given)
→ -10	-3	-8	-6	11	36
Cc1ncc([N+](=O)[O-])n1CCCl
→ -4	3	0	12	-2	-27

(listing goes on)
Second line of a record – mlh1 rad18	sgs1 mgt1	bub3	yeast mec2-1	rad50	yeast cln2 rad14
CC1(C)Oc2ccccc2N2O[C@@H]3C(=O)N(c4ccccc4)C(=O)[C@@H]3C21c1ccccc1 (stereo not given in full)
→ -3	-12	4	0	-4	9
Cc1ccc(Nc2ncnc3c2cnn3-c2ccccc2)cc1
→ 8	43	-2	12	10	-24
CC(=O)NC(Cc1cc(I)c(OC(C)=O)c(I)c1)C(=O)O (stereo not given)
→ -1	3	12	-17	-5	6
NC1C2C=CC(C2)C1C(=O)O (stereo not given)
→ -17	-50	-27	0	-1	4
C(/C=N/NC1=NCCCN1)=N\NC1=NCCCN1
→ -14	-15	-33	-15	-4	11
[N-]=[N+]=NC1(Cc2ccccc2)C(=O)Nc2ccccc2C1=O (stereo not given)
→ -16	-19	-6	-10	1	4
O=C(O)C1(C(=O)O)CCCCC1.[NH2-].[NH2-].[Pt+2]
→ 16	2	8	18	3	22
O=c1n(-c2ccccc2)c(=O)n2c(=O)n(-c3ccccc3)c(=O)n12
→ 1	-11	-9	-2	-23	-45
Cc1nc2ccccc2c(=O)n1-c1nc2ccccc2s1
→ 15	12	2	-7	1	0
CC(=O)c1ccc2c(c1)C(C)(C)C(C)CC2(C)C (stereo not given)
→ -17	-14	4	-18	-25	-7
O=C(/C=C/c1cccc(Cl)c1)c1ccccc1
→ 99*	98*	95*	96*	96*	13
C/C(=C\c1ccc(OCCN2CCOCC2)cc1)c1ccc2c(c1)C(C)(C)CCC2(C)C
→ -26	16	-21	-12	-3	-5
CC(=O)Oc1cccc2c1C(=O)C(Br)(Br)CCC2
→ 93*	88*	90*	87*	92*	89*
CCC(=O)n1nc(-c2ccccc2)c2ccccc21
→ -4	6	4	1	-6	-58
CC1(C)CC(Br)(C(Br)c2ccccc2)C(=O)c2ccccc21 (stereo not given)
→ 28	16	-4	14	-30	23
CCCCCCCCCCCCCCCCOCC(COS(C)(=O)=O)OS(C)(=O)=O (stereo not given)
→ 2	12	8	2	20	33
CCNC(=O)c1ccc(Cl)c(Cl)c1
→ -35	17	-1	4	28	10
Cc1ccc2c(CCO)c[nH]c2c1
→ -1	-7	-3	-11	2	-14
CN(C)c1cc2c(cc1[N+](=O)[O-])-c1ccccc1C2=O
→ -5	-3	25	-14	-2	-25
Cc1cccc2nncn12
→ 9	0	16	-8	-4	6
